Screens from PubChem.
KCNK9 inh: KCNK9 potassium channel inhibitors, primary screen, HEK293 cells, thallium flux | AID 488922, 2010 | Potassium channel subfamily K member 9 (Homo sapiens), Q9NPC2 | 310,000 tested, 1.2% active | B-score at 10 µM | FluxOR thallium flux fluorescence; stronger effect = lower value;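 active = ratio B-score over 3 SD below the library mean, with starting fluorescence within 5 SD of its mean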;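 note: negative B-score means less thallium flux so channel inhibition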
Target sequence (Q9NPC2 whole entry, looked up): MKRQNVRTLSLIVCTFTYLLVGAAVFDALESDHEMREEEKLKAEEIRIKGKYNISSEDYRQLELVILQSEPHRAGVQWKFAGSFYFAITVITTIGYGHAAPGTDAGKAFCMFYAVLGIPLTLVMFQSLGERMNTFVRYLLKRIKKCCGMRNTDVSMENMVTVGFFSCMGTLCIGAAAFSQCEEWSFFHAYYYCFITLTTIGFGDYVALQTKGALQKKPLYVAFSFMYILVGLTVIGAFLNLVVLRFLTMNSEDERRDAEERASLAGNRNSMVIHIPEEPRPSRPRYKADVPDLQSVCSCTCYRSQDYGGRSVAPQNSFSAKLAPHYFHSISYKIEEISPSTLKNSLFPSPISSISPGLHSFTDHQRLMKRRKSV
RGS4 pot: RGS4 potentiators or activators, primary screen, cell-based, HEK293 M3R inducible RGS4, calcium flux | 310,000 tested, 0.92% active | AID 463111, 2010 | carbachol calcium flux Fluo4; stronger effect = lower value | B-score at 10 µM;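 active = B-score of the integrated calcium signal more than 4 SD below the library mean, with starting fluorescence not abnormally high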;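 note: negative B-score means reduced calcium response which marks RGS4 activation or potentiation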
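Material: M3R-expressing HEK293 line, RGS4 induced by doxycycline | Schedule: Overnight RGS4 induction, 30 min dye load 37 °C, 20 min compound RT | Measured by: Fluo4 fluorescence kinetic imaging of calcium | Read-out: Integrated calcium ratio converted to B score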
HDAC3 inhib: HDAC3 deacetylase inhibitors, primary screen, biochemical, fluorescence, cell-free homogeneous. inhibition, % at 8.3 µM. recombinant HDAC3, fluorogenic peptide/trypsin coupled. 320,000 tested, 0.15% active; in the data active = inhibition above about 26%, passing the limit was not always enough; inconclusive = no clear call, values can overlap the other calls
KCNK3 inh: human KCNK3 channel inhibitors, primary screen, CHO cells, FluxOR thallium flux, B-score; Potassium channel subfamily K member 3 (Homo sapiens), O14649; FluxOR fluorescence; stronger effect = lower value; B-score at 10 µM; 340,000 tested, 0.84% active; AID 602410, 2012;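 active = B-score under library mean minus 4 SD, starting fluorescence ratio at most library mean plus 5 SD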;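 note: more negative B-score means stronger inhibition of thallium flux through KCNK3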
Target sequence (O14649 whole entry, looked up): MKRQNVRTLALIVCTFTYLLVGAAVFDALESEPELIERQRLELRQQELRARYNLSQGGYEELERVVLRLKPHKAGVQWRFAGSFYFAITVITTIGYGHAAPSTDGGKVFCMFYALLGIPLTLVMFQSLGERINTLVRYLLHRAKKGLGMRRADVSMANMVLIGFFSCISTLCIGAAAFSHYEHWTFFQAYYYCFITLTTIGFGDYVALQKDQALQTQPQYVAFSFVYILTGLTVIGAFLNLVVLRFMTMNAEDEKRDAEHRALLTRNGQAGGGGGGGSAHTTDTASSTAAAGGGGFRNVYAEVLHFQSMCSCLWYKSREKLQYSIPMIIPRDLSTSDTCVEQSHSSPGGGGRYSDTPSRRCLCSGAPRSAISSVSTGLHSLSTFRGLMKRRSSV
SKKanGAS inh: S. pyogenes SKKanGAS growth inhibitors in kanamycin, primary screen, streptokinase expression inhibitor project, SKKanGAS strain, BacTiter-Glo luminescence. 6 h. inhibition, % at 7.5 µM. 300,000 tested, 1.3% active;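 active = mean replicate score, as percent of positive control median, at least 50; inconclusive = mean below 50 but one replicate at or above 50; inactive = mean and every replicate below 50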;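 note: strain carries kanamycin resistance gene driven by streptokinase promoter and grows in 40 µg/ml kanamycin; loss of luminescence reflects streptokinase promoter inhibition or plain growth inhibition; 0% = median of DMSO wells and 100% = positive control at its reference dose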
TMEM16A inh: TMEM16A chloride channel inhibitors, primary screen, cell-based, HTS; 310,000 tested, 1.2% active; normalized B-score (activity score, 25-100; higher = stronger inhibition) at 10 µM; Anoctamin-1 (Mus musculus), Q8BHY3; HEK293 TMEM16A/YFP iodide influx fluorescence, ionomycin;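 active = ratio plate-corrected score three or more library SD toward inhibition, starting fluorescence score within five deviations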;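 note: score derived from kinetic fluorescence span divided by baseline fluorescence per well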
RGS4 block: RGS4 inhibitors, primary screen, cell-based, HEK293 M3R inducible RGS4, calcium flux | Regulator of G-protein signaling 4 (Homo sapiens), P49798 | Fluo-4 calcium flux; stronger effect = higher value; triggered by carbachol at its EC20 | B-score at 10 µM | 310,000 tested, 0.45% active | AID 463165, 2010;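 active = B-score, a plate-corrected calcium signal, over three deviations above library mean, with baseline fluorescence within five deviations of library mean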;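 note: RGS4 expression induced by doxycycline in cells with stable M3 receptor; B-score is computed from the integrated fluorescence ratio over baseline after carbachol; higher B-score means a larger calcium signal and so more RGS4 inhibition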
Target sequence (P49798 whole entry, looked up): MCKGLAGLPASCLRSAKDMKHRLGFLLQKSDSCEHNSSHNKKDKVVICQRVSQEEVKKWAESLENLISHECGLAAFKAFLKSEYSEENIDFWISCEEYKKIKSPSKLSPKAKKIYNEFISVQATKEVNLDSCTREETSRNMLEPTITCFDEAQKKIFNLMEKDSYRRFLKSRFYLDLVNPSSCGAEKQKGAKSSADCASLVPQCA
KCNQ1 pot: potentiators or activators of KCNQ1 channel, primary screen, cell-based, thallium flux, high-throughput. B-score at 10 µM. 310,000 tested, 0.35% active. AID 2648, 2010. Potassium voltage-gated channel subfamily KQT member 1 (Homo sapiens), P51787. CHO-K1 KCNQ1, thallium flux FluxOR fluorescence; stronger effect = higher value;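 active = fluorescence ratio B-score, a plate-corrected score, at least three library SD, with initial intensity B-score within 5 SD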
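Medium – assay buffer, equal DMSO in all wells · Material – CHO-K1 cell line with stable KCNQ1 potassium channel expression · Signal – kinetic FluxOR thallium fluorescence, 10-s 1-Hz baseline, 110-s post-stimulus read · Compound – single concentration per compound, DMSO matched to controls · Schedule – 37 °C overnight plating, 90-min dark dye load, 20-min compound pretreatment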
ANO1 activ: TMEM16A chloride channel activators or potentiators, primary screen, cell-based, HTS; HEK293 TMEM16A/YFP-H148Q/I152L, iodide quench fluorescence; stronger effect = lower value; B-score at 10 µM; 340,000 tested, 0.3% active; AID 623877, 2012;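 active = fluorescence-ratio B-score plate-corrected deviation score at least 3 library SD below zero, with starting fluorescence score within 5 deviations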;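 note: channel opened by trigger with iodide after compound preincubation; score built on the fluorescence ratio of max minus min over baseline; more negative score means more quench and so TMEM16A activation or potentiation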
hERG protect: hERG rescue from dofetilide block, primary screen, cell-based, CHO-hERG, FluxOR thallium flux, dofetilide IC70 | Voltage-gated inwardly rectifying potassium channel KCNH2 (Homo sapiens), Q12809 | dofetilide IC70 present | activation (rescue from dofetilide block), less the hit threshold, % at 10 µM | 310,000 tested, 0.51% active | AID 1511, 2009;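 active = activation above the mean of controls blocked by dofetilide plus 5 SD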;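 note: thallium influx through hERG after potassium depolarization seen as dye fluorescence rise; in these data hits start at about 4.7%; inactives centre near -7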
KCNQ1 block: inhibitors of human KCNQ1 channel, primary screen, cell-based, thallium flux, high-throughput | Potassium voltage-gated channel subfamily KQT member 1 (Homo sapiens), P51787 | CHO-K1 KCNQ1, FluxOR thallium flux fluorescence; stronger effect = higher value | B-score at 10 µM | 310,000 tested, 1.3% active | AID 2642, 2010;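 active = compounds whose thallium flux B-score, printed positive for inhibition, exceeds three library SD while starting fluorescence stays within three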;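 note: channel opened by potassium depolarization with thallium stimulus after 20 min compound exposure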
* hit, by the source's call; i = inactive; ? = inconclusive; · = not tested or not shown. Outcome played no part in choosing rows. Share with any hit: about 6.3%.

Screens in order: KCNK9 inh, RGS4 pot, HDAC3 inhib, KCNK3 inh, SKKanGAS inh, TMEM16A inh, RGS4 block, KCNQ1 pot, ANO1 activ, hERG protect, KCNQ1 block
> Cc1cccc(OCC(=O)Nc2ccccc2C(=O)N2CCOCC2)c1
    i, i, 2, i, -5, i, i, i, i, -12, i
> C/C(=N/n1cnnc1)c1cccnc1
    i, i, -3, i, -8, i, i, i, i, -9, i
> COc1ccc(CN2C3CCC2CC(NC(=O)c2cccc(F)c2)C3)cc1 (stereo not given)
    i, i, 4, i, 6, i, i, i, i, -9, i
> Cc1nn(Cc2ccccc2Cl)c2sc(C(=O)NCCCn3ccnc3)cc12
    i, i, 1, i, -5, i, i, i, i, -20, i
> CCOC(=O)C1CCCN(Cc2sccc2C)C1 (stereo not given)
    i, i, 6, i, -3, i, i, i, i, -10, i
> OCC[C@@H]1C[C@@H](O)[C@H](O)[C@]2(OCc3ccccc32)O1
    i, i, 1, i, -2, i, i, i, i, -9, i
> Nc1nc(-c2ccccc2)[nH]c(=O)c1N=O
    i, i, 5, i, 8, i, i, i, i, -3, i
> O=[N+]([O-])c1ccc(-c2nnc(-c3ccccc3)c(NCCCO)n2)cc1
    i, i, -1, i, 2, i, i, i, i, -8, i
> Cc1ccc(C2(C(F)(F)F)NC(=O)N3C(=C2C#N)Nc2ccccc23)cc1 (stereo not given)
    i, i, 7, i, ·, i, i, i, i, -10, i
> O=C(Nc1ccc(F)cc1)NC1(C(=O)NCc2ccco2)CCCCC1
    i, i, -10, i, 3, i, i, i, i, -8, i
> O=C(Nc1nc2ccc(SC(F)F)cc2s1)c1ccc2c(c1)S(=O)(=O)c1ccccc1C2=O
    i, i, -4, ·, 24, i, i, i, ·, -8, i
> COCc1[nH]nc2c1C1(CCC3(CC1)OCCO3)C(C#N)=C(N)O2
    i, i, 3, i, -1, i, i, i, i, -9, i
> Fc1ccc(NC(=S)N2CCN(C/C=C/c3ccccc3)CC2)c(F)c1
    i, i, 4, i, -22, i, i, i, i, -8, i
> O=C(C1CCOCC1)N1CCCC(N2CCN(c3cccc(Cl)c3)CC2)C1 (stereo not given)
    i, i, -4, i, -14, i, i, i, i, -5, i
> Cc1c(N=CN2CCOCC2)c(=O)n(C)c(=O)n1C
    i, i, 1, i, -4, i, i, i, i, -7, i
> CCOC(=O)c1c(N)sc(C(=O)N2CCCC(C(N)=O)C2)c1C (stereo not given)
    i, i, -2, i, -1, i, i, i, i, -2, i
> CCn1c(SCC(=O)O)nnc1-c1cc2c(C)nn(-c3ccccc3)c2s1
    i, i, 5, i, 5, i, i, i, i, -13, i
> O=C(CCN1C(=O)/C(=C/c2cccs2)SC1=S)NNC(=O)c1cccc(O)c1
    i, i, -1, i, 1, i, i, i, i, -15, i
> COc1ccc(-c2nc(CS(=O)(=O)CC(=O)NCCc3ccc(C)cc3)c(C)o2)cc1
    i, i, ?, i, 6, i, i, i, i, -3, i
> C#CCN(C(=O)c1cc(COc2ccc(C)c(C)c2)on1)C1CCCCC1
    i, i, 6, i, 48, i, i, i, i, -13, 6*
> O=C(C1=C[C@H](c2ccc(Br)cc2)C[C@H](OCc2ccc(CO)cc2)O1)N1CCN(Cc2ccc3c(c2)OCO3)CC1
    i, i, 0, i, 46, i, i, i, i, -14, i
> O=C(CN1CCOCC1)Nc1cccc(S(=O)(=O)N2CCCCCC2)c1
    i, i, -2, i, -5, i, i, i, i, -9, i
> FC(F)Oc1ccc(NC(=S)NC2CCSc3ccccc32)cc1 (stereo not given)
    i, i, 2, i, 23, i, i, i, i, -3, i
> COc1ccccc1N1CCN(C(=O)C(=O)c2c(C)n(C)c3ccccc23)CC1
    i, i, 6, i, 1, i, i, i, i, -18, i
> Cn1c(=O)c2[nH]c(Nc3ccccc3)nc2n(C)c1=O
    i, i, -4, i, 12, i, i, i, i, 0, i
> CCc1nc(SCC(=O)N2c3ccccc3Sc3ccccc32)c2ccccc2n1
    i, i, 4, i, 15, i, i, i, i, -6, i
> COc1ccc(-c2ccc([C@H]3[C@H]4C=CC[C@@H](C)[C@@H]4C(=O)N3Cc3ccccc3)c(F)c2)cc1OC
    i, i, 7, i, 31, i, i, i, i, -15, i
> C=CCSc1nc(N)c(C#N)c(-c2ccccc2)c1C#N
    i, i, 2, i, 2, i, i, i, i, -7, i
> COc1ccc(-c2nnn(Cc3nc(N)nc(N4CCCCC4)n3)n2)cc1
    i, i, 10, i, -3, i, i, i, i, -6, i
> Cc1ccc(NC(=O)CN(c2ccc3c(c2)OCO3)S(=O)(=O)c2c(C)n[nH]c2C)cc1
    i, i, -1, i, -2, i, i, i, i, -2, i
> COc1ccc(NC2CCCN(C(=O)CCN3Cc4ccccc4C3=O)C2)cc1 (stereo not given)
    i, i, 5, i, 0, i, i, i, i, -5, i
> Cc1ccccc1C(=O)OC1OC(=O)C(Cl)=C1Nc1ccc(C(=O)O)cc1 (stereo not given)
    i, i, ?, i, 11, i, i, i, i, -7, i
> COC(=O)c1ccnc(SCC(=O)c2ccccc2)c1
    i, i, 7, i, 9, i, i, i, i, -14, i
> O=C(c1ccco1)N(CCCN1CCOCC1)c1nc(-c2ccc(Cl)cc2)cs1
    i, i, -1, i, -4, i, i, i, i, -4, i
> O=C(NN1C(=O)c2ccccc2NC1c1ccc([N+](=O)[O-])o1)c1ccccc1 (stereo not given)
    i, i, 6, i, 2, i, i, i, i, -15, i
> CCOc1ccccc1NC(=O)Cn1c(=O)n(CCC(=O)NC2CCCC2)c(=O)c2ccccc21
    i, i, 3, i, -4, i, i, i, i, -2, i
> O=C1CCCCC1C(O)c1ccc(Cl)cc1 (stereo not given)
    i, i, 0, ·, 1, i, i, i, ·, -4, i
> NC(=O)CN1N=C(c2cc(Cl)sc2Cl)CSC1=O
    i, i, 3, i, 4, i, i, i, i, -15, i
> CCn1c2ccccc2c2nnc(SCC(=O)Nc3c(C)n(C)n(-c4ccccc4)c3=O)nc21
    i, i, -9, i, 14, i, i, i, i, -20, i
> O=C(Cc1ccccc1)Nc1nc2ccccc2s1
    i, i, 2, i, -1, i, i, i, i, -6, i

Entries above marked active in KCNQ1 block.
molecule,KCNK9 inh,HDAC3 inhib,KCNK3 inh,RGS4 block,KCNQ1 pot,ANO1 activ,KCNQ1 block
C#CCN(C(=O)c1cc(COc2ccc(C)c(C)c2)on1)C1CCCCC1,i,6,i,i,i,i,6*

Following part.
Screens in order: KCNK9 inh, RGS4 pot, HDAC3 inhib, KCNK3 inh, SKKanGAS inh, TMEM16A inh, RGS4 block, KCNQ1 pot, ANO1 activ, hERG protect, KCNQ1 block
> O=C1/C(=C/c2cccs2)SC(=S)N1C1CCS(=O)(=O)C1 (stereo not given)
    i, i, 1, i, -4, i, i, i, i, -6, i
> Cc1cc(NC(=O)CSCC(=O)N(C)Cc2c(F)cccc2Cl)no1
    i, i, -3, i, 4, i, i, i, i, -6, i
> O=C(O)Cc1ccc2c(c1)N(S(=O)(=O)c1cccs1)CC(C(=O)O)O2 (stereo not given)
    i, i, 2, i, -5, i, i, i, i, 0, i
> COc1ccc(C(=O)N2CCCC(CCC(=O)NCc3ccc(F)c(F)c3)C2)cc1F (stereo not given)
    i, i, -19, i, -2, i, i, i, i, -12, i
> O=C(N=C1SC2CS(=O)(=O)CC2N1c1cc(Cl)ccc1Cl)C1CCCO1 (stereo not given)
    i, i, -4, i, 16, i, i, i, i, -5, i
> CCCCn1c(N)c(N(CCOC)C(=O)C2CCN(S(=O)(=O)c3ccc(C)cc3)CC2)c(=O)[nH]c1=O
    i, i, 7, i, -8, i, i, i, i, -8, i
> Cc1c([N+](=O)[O-])c(C(=O)N2CCCC2)nn1C
    i, i, -1, i, -1, i, i, i, i, -4, i
> CCc1nc2ccc(C(=O)Nc3cccc(C(C)=O)c3)cc2nc1CC
    i, i, 0, i, -15, i, i, i, i, -11, i
> CCOC(=O)c1c(-c2ccc(Cl)cc2)cn2ccccc12
    i, i, -13, i, 3, i, i, i, i, -10, i
> O=C1c2ccccc2C(O)(Cc2ccccc2)N1c1ccc2c(c1)OCO2 (stereo not given)
    i, i, 4, i, 3, i, i, i, i, -3, i
> CCOC(=O)c1c(-c2ccccc2)csc1NC(=O)c1cc2ccccc2oc1=O
    i, i, 5, i, 12, i, i, i, i, -1, i
> NC(=O)c1c(NC(=O)COC(=O)c2ccc(S(=O)(=O)Nc3ccccc3)cc2)sc2c1CCCC2
    i, i, 1, i, 6, i, i, i, i, -12, i
> Cc1ccccc1NS(=O)(=O)c1ccc(-c2ccc(=O)[nH]n2)o1
    i, i, 10, i, 1, i, i, i, i, -4, i
> CC(=O)NS(=O)(=O)c1ccc(NC(=O)c2ccccn2)cc1
    i, i, 3, i, -4, i, i, i, i, -12, i
> O=CN1CCN(C(=O)Cc2ccc([N+](=O)[O-])cc2)CC1
    i, i, ·, i, 0, i, i, i, i, 0, i
